# NR3A LBD binder: modulates the human NR3A ligand-binding domain; Tm shift relative to glycine control, % at 25 µM; NR3A LBD differential scanning fluorimetry, Tm shift; 0% = protein alone, 100% = glycine-bound protein; actives 2.5% (n = 340,000); AID 1259313;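 active means melting temperature shift of at least 10% of the positive control shift, at one fixed dose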
# SENP6 inh: SENP6 protease inhibition; Q9GZR1; Recombinant SENP6 catalytic domain, aminoluciferin luminescence; inhibition, % at 10 µM; actives 1.8% (n = 330,000); AID 2599;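 active means inhibition above about 50% at the single tested dose, limit read from the data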;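 further: plate controls were DMSO wells with enzyme for no effect and DMSO wells lacking enzyme for full effect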
# Target sequence (Q9GZR1 628-1112 limits assumed): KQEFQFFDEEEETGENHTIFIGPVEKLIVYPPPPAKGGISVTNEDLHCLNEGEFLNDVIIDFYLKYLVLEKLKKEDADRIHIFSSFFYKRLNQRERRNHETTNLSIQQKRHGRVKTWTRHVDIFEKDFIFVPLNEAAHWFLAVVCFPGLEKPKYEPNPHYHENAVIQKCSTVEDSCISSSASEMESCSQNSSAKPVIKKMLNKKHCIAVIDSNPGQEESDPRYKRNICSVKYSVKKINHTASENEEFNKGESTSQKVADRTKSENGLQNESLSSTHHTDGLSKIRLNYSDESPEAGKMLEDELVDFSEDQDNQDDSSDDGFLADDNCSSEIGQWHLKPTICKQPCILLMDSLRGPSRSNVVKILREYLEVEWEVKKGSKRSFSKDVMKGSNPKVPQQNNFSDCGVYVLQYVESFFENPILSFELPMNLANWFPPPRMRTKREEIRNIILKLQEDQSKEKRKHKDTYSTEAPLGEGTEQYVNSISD
# MPTP block: inhibitors of mitochondrial permeability transition pore; isolated mouse mitochondria, Ca2+ swelling absorbance, 30 min; inhibition, % at 10 µM; actives 1.4% (n = 360,000);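 active means inhibition of 50% or more, scaled per plate between neutral and stimulator controls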;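 further: 0% = DMSO wells given calcium and 100% = 1 mM EGTA wells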
# hIAP activ: human IAP activation. activation factor at 10 µM. P09923. actives 0.16% (n = 330,000). purified human IAP, CDP-Star luminescence, 30 min; hits give high values; 1 = vehicle-only enzyme, 0 = enzyme-free background;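 active means activation factor of the enzyme at least 2-fold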; further: the source names both 10 and 20 µM as test concentration; values of inactives mirror those of a sister screen read the other way
# PfG6PD inh: PfG6PD (Plasmodium falciparum) enzyme inhibition | PfGluPho enzyme, NADPH resazurin-diaphorase fluorescence | inhibition, % at 20 µM | actives 0.78% (n = 350,000) | AID 504690;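 active means inhibition reaching at least a set limit at 20 µM in the primary screen, cut at about 59% in these data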;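 further: 0% = DMSO wells with substrate and 100% = DMSO wells lacking glucose-6-phosphate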
# SENP1 FRET inh: SENP1 (human) catalytic domain inhibition; Q9P0U3; recombinant SENP1 catalytic domain, CyPet-SUMO1-YPet FRET cleavage; inhibition, % at 10 µM; actives 0.21% (n = 360,000);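 active means inhibition at least 30% at 10 µM, raw YFP signal under a set limit, fluorescence ratio 0.5 to 1.5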;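 further: 0% = enzyme with DMSO and 100% = no enzyme wells; some results filed as inactive read as strong as hits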
# Target sequence (Q9P0U3 419-644 limits assumed): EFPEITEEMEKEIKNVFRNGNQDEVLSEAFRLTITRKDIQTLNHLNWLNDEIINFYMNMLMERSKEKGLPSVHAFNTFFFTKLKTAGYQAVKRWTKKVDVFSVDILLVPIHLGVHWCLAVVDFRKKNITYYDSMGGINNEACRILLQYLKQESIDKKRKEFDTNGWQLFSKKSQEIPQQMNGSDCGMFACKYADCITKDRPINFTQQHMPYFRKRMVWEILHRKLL
#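 system = hSENP1 catalytic domain, recombinant | reagent = SFCypet-SUMO1-SFYpet substrate at 25 nM | doses = one dose per compound, 10 µM, 0.5% DMSO | incubation = enzyme reaction for 50 min at room temperature, dark | measured by = FRET, CFP and YFP emission | controls = no-enzyme low, enzyme-DMSO high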
# SENP8 block: blocks human SENP8 cleavage of Nedd8 substrate; inhibition, % at 20 µM; Q96LD8; recombinant SENP8, Nedd8 substrate fluorescence; actives 0.64% (n = 360,000); in the data active means inhibition mostly above about 40%, no sharp cut-off; inactive means mostly below about 27%
# Target sequence (Q96LD8 whole entry, looked up): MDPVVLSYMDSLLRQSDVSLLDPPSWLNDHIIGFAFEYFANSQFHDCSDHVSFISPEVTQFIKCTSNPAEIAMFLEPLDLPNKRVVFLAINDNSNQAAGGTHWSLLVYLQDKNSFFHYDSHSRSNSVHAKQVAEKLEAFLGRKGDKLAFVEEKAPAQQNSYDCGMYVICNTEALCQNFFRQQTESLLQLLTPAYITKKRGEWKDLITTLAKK
# ATG4B inhibitor: ATG4B (human) cysteine protease inhibition | Q9Y4P1 | ATG4B cleavage of LC3-PLA2, NBD-HPC fluorescence, 1 h | inhibition, % at 8.33 µM | actives 0.51% (n = 340,000) | AID 504462; in the data active means inhibition above about 40%
# Numbers without * were called inactive; nt = not tested or not shown. Rows are unselected. About 6.7% of those tested had a hit in this group.
SMILES,NR3A LBD binder,SENP6 inh,MPTP block,hIAP activ,PfG6PD inh,SENP1 FRET inh,SENP8 block,ATG4B inhibitor
O=C(NNc1nc2c(F)cccc2s1)C1=COCCO1,-1,8,1.6,1.7,8,2,5,-8
CC1Sc2ccc(S(=O)(=O)N(C)Cc3ccccc3)cc2NC1=O (configuration not stated),1,5,0.4,0.98,11,3,21,-1
COc1ccc(CCN2C(=O)CC(Cc3ccc(Br)cc3)C2=O)cc1OC (configuration not stated),-1,1,0.2,0.96,0,1,6,-6
O=C(Nc1cccc(C(F)(F)F)c1)C(Sc1ncnc2ccccc12)c1ccccc1 (configuration not stated),18*,-31,60*,0.96,11,-5,12,-19
Cc1ccc(CNC(=O)CCS(=O)(=O)c2ccc3nc(C)sc3c2)cc1,-2,-17,0.5,0.9,16,1,20,-14
CCC1Nc2ncnc(N3CCCCC3)c2N(Cc2ccc(Br)cc2)C1=O (configuration not stated),-1,10,0.4,0.97,15,-2,9,-16
COC(=O)CCCC(=O)Nc1ccc(Br)cc1,-3,-8,1.0,0.95,-12,0,0,1
O=C(NCCN1CCCCCC1)C1CCN(S(=O)(=O)N2CCOCC2)CC1,0,-3,-10,1.1,3,-7,25,-8
COc1ccc(CN2CCCN(C)CC2)c(OC)c1C,-1,-10,1.5,1.2,-12,3,9,6
CC(=O)Nc1sc2c(c1C(c1ccccn1)N1CCN(C)CC1)CCCC2 (configuration not stated),0,-19,1.1,1.2,-5,1,4,-9
COC(=O)CC1C(=O)NC2CCCCC2N1C(=O)CCl (configuration not stated),1,7,1.6,1.3,-6,0,26,-2
COc1ccc2nc(C3CCCCC3)c3c(c2c1)CCC3,0,-7,0.4,1,40,-1,7,3
CC(C)(Oc1ccc(Cl)cc1)C(=O)OCC(=O)N1CCN(c2ccccc2)CC1,6,3,-2.1,1,19,2,-8,-6
CC(C)CCNC(=S)Nc1ccccc1F,14*,-11,1.4,0.94,-5,-1,0,7
O=C(Nc1ccccc1N1CCCCC1)c1ccccc1F,2,14,0.6,1.1,-2,1,6,13
CCCN=Cc1c(CCC)[nH]n(-c2nc3ccccc3s2)c1=O,1,4,-1.2,0.97,-1,2,8,-10
COc1ccc(C)cc1NC(=O)CN1C(=O)C2CC=CCC2C1=O (configuration not stated),0,0,-1.1,0.94,12,1,8,-2
Clc1ccc(-c2c[n+](Cc3ccc(Br)cc3)c3n2CCCCC3)cc1,-2,-13,2.5,1.2,-19,1,22,5
Cc1ccc(S(=O)(=O)N(CC(=O)N(C(C)C)C(C)C)C(=O)N2CCN(C)CC2)cc1,-1,5,-1.6,1.1,-2,2,8,-2
CCOc1ccc(OCCC(=O)OCC(=O)Nc2ccc(N3CCOCC3)cc2)cc1,0,5,0.7,0.75,-11,2,15,6
C=CCNC(=O)CN(c1cccc(Br)c1)S(C)(=O)=O,-1,1,1.2,0.99,6,1,13,-7
COc1ccc(/C=N/NC(=O)CSCC(=O)Nc2ccccc2)cc1OC,0,-2,-1.4,0.92,-10,0,20,-6
CCOCCCNc1nc(=S)[nH]c2cc(OC)c(OC)cc12,-1,-6,-1.4,1,25,0,-28,-7
COc1cc2c(C#Cc3cccnc3)c(-c3ccsc3)oc(=O)c2cc1OC,-3,2,-0.2,1,7,-26,-129,-11
COCCN1C(=O)c2oc3ccccc3c(=O)c2C1c1ccc(O)c(OC)c1 (configuration not stated),-4,7,-0.7,1,-10,0,11,-6
CCCCC(=O)Nc1sc2c(c1C#N)CC(C)(C)OC2,-2,6,32,0.94,-5,1,18,8
Cc1cccc2c(CC(=O)Nc3ccccc3)noc12,0,-22,-0.7,1,7,3,13,-3
CCn1c2ccccc2c2cc(/C=N/n3c(-c4cc(C)[nH]n4)n[nH]c3=S)ccc21,2,-4,14,2.1*,45,0,-100,17
O=C1C2C3C=CC(C3)C2C(=O)N1/N=C/c1cn(Cc2ccc(F)cc2)c2ccccc12 (configuration not stated),-1,2,1.2,1.3,12,3,20,48*
NC(=O)c1ccc(OCC(F)(F)C(F)(F)C(F)(F)C(F)(F)C(F)(F)C(F)F)cc1,-1,-31,0.9,1,13,-3,3,91*

# For reference, part of the list above.
SMILES,NR3A LBD binder,SENP6 inh,MPTP block,hIAP activ,PfG6PD inh,SENP1 FRET inh,SENP8 block,ATG4B inhibitor
O=C(Nc1cccc(C(F)(F)F)c1)C(Sc1ncnc2ccccc12)c1ccccc1 (configuration not stated),18*,-31,60*,0.96,11,-5,12,-19
Cc1ccc(CNC(=O)CCS(=O)(=O)c2ccc3nc(C)sc3c2)cc1,-2,-17,0.5,0.9,16,1,20,-14
CCC1Nc2ncnc(N3CCCCC3)c2N(Cc2ccc(Br)cc2)C1=O (configuration not stated),-1,10,0.4,0.97,15,-2,9,-16
COC(=O)CCCC(=O)Nc1ccc(Br)cc1,-3,-8,1.0,0.95,-12,0,0,1
O=C(NCCN1CCCCCC1)C1CCN(S(=O)(=O)N2CCOCC2)CC1,0,-3,-10,1.1,3,-7,25,-8
COc1ccc(CN2CCCN(C)CC2)c(OC)c1C,-1,-10,1.5,1.2,-12,3,9,6
CC(=O)Nc1sc2c(c1C(c1ccccn1)N1CCN(C)CC1)CCCC2 (configuration not stated),0,-19,1.1,1.2,-5,1,4,-9
COC(=O)CC1C(=O)NC2CCCCC2N1C(=O)CCl (configuration not stated),1,7,1.6,1.3,-6,0,26,-2
COc1ccc2nc(C3CCCCC3)c3c(c2c1)CCC3,0,-7,0.4,1,40,-1,7,3
CC(C)(Oc1ccc(Cl)cc1)C(=O)OCC(=O)N1CCN(c2ccccc2)CC1,6,3,-2.1,1,19,2,-8,-6
CC(C)CCNC(=S)Nc1ccccc1F,14*,-11,1.4,0.94,-5,-1,0,7
O=C(Nc1ccccc1N1CCCCC1)c1ccccc1F,2,14,0.6,1.1,-2,1,6,13
CCCN=Cc1c(CCC)[nH]n(-c2nc3ccccc3s2)c1=O,1,4,-1.2,0.97,-1,2,8,-10
COc1ccc(C)cc1NC(=O)CN1C(=O)C2CC=CCC2C1=O (configuration not stated),0,0,-1.1,0.94,12,1,8,-2
Clc1ccc(-c2c[n+](Cc3ccc(Br)cc3)c3n2CCCCC3)cc1,-2,-13,2.5,1.2,-19,1,22,5
Cc1ccc(S(=O)(=O)N(CC(=O)N(C(C)C)C(C)C)C(=O)N2CCN(C)CC2)cc1,-1,5,-1.6,1.1,-2,2,8,-2
CCOc1ccc(OCCC(=O)OCC(=O)Nc2ccc(N3CCOCC3)cc2)cc1,0,5,0.7,0.75,-11,2,15,6
C=CCNC(=O)CN(c1cccc(Br)c1)S(C)(=O)=O,-1,1,1.2,0.99,6,1,13,-7

# Other compounds follow.
SMILES,NR3A LBD binder,SENP6 inh,MPTP block,hIAP activ,PfG6PD inh,SENP1 FRET inh,SENP8 block,ATG4B inhibitor
Cc1cc(C)c(C#N)c(N2CCC(C(N)=O)CC2)n1,0,5,0.9,0.98,-7,-1,-250,8
COc1ccc(Cc2nnc(NC(=O)CSc3ccc(C)cc3)s2)cc1OC,-1,17,1.6,0.84,-4,-2,8,-16
Cc1cc(N2CCCCC2)nc2ccc(NC(=O)c3ccc(Br)o3)cc12,4,-8,2.6,0.87,1,-10,-41,18
CCCCc1nnc(NC(=O)c2ccc3[nH]c(=O)c(=O)[nH]c3c2)s1,0,-15,1.4,0.82,-21,-19,-376,1
O=C(CSc1ccc(F)cc1)Nc1ccc(N2CCOCC2)c(Cl)c1,-21,15,3.0,1.1,18,0,4,5
CCC1(C)Cc2ccccc2-c2nc3n(c(=O)c21)CCS3 (configuration not stated),2,-9,0.3,1,14,-5,-142,-8
CC(=O)c1cccc(S(=O)(=O)N2CCN(CCOc3ccccc3)CC2)c1,-14,-8,-1.1,1.1,3,1,11,-9
Cc1ccc(N(C)C(=O)N2CCN(S(=O)(=O)c3ccc(C)cc3)CC2)cc1,0,-12,-0.4,0.84,-17,0,11,-11
Cc1cc(=O)c(C(=O)O)nn1-c1ccccc1Cl,-1,36,-2.0,1,7,0,13,1
CC(NC(=O)C1CCCC1)C1CC2CCC1C2 (configuration not stated),8,-5,-1.6,0.98,-4,2,9,-4
Cc1c(Br)c([N+](=O)[O-])nn1CC(=O)Nc1c(C)n(C)n(-c2ccccc2)c1=O,2,-5,0.8,1,17,2,9,-12
Cc1cccc(C)c1NC(=S)NC(C)CCc1ccccc1 (configuration not stated),-2,-6,-17,0.99,-10,-1,7,3
COc1ccccc1CNC(=O)C1CCN(S(=O)(=O)c2ccc3c(c2)OCCCO3)CC1,-1,7,0.7,0.98,-8,-74,9,9
CC(C)C(C)NC(=O)COc1nc2ccccc2nc1N(C)C1CCCCC1 (configuration not stated),-2,14,-0.8,0.9,9,-37,-21,3
O=Cc1ccc(OCc2ccccn2)cc1,0,-26,-0.8,0.96,11,2,11,-1
COc1cc(OC)c(-c2oc3ccccc3c(=O)c2O)c(OC)c1,1,nt,-1.4,nt,-28,-5,-456,-1
CCOC(=O)N1CCN(S(=O)(=O)c2cc(Br)cnc2N)CC1,1,4,-0.7,1.1,-4,-1,-6,-13
O=C(CCCc1ccccc1)NCCS(=O)(=O)N1CCN(c2ccccc2F)CC1,0,-11,-1.6,1.3,-14,0,4,4
CN(C)c1nc(-c2ccccc2)ncc1S(=O)(=O)c1ccccc1,2,3,-3.6,0.85,-23,-1,-3,-6
CC(=O)NCCC1CCCCN1Cc1nc(Cc2cccc(C(F)(F)F)c2)no1 (configuration not stated),0,5,0.1,0.98,13,0,1,-9
COc1ccc2cc(C(=O)C3CCCN(C(=O)/C=C/c4ccccn4)C3)ccc2c1 (configuration not stated),1,-24,-1.2,1.1,-8,3,-58,-4
O=C(O)C1CSC2(c3ccc(Br)cc3)CCC(=O)N12 (configuration not stated),-3,3,-0.3,1,-27,1,-2,-7
CC(NC(=O)COC(=O)c1ccc([N+](=O)[O-])o1)c1ccccc1 (configuration not stated),-1,8,1.4,1,11,4,57*,-2
Cc1ccc(NC(=O)c2cccc(S(=O)(=O)NCc3ccccc3)c2)nc1,2,-3,-0.3,0.84,-18,2,17,1
COc1ccc(C(=O)/C=C2/Sc3cc4c(cc3N2C)OCO4)cc1,-2,7,0.4,1.3,31,-28,-401,-6
CC(=O)c1cn(CC(=O)NCC2CCCO2)c2ccccc12 (configuration not stated),-17,-8,0.9,1,2,-1,14,-9
CCCC1=NN2C(=N)/C(=C\c3ccc(OCCOc4ccc(NC(C)=O)cc4)c(OC)c3)C(=O)N=C2S1,-5,-8,0.2,0.91,-12,-7,2,-3
O=[N+]([O-])c1ccc(NNS(=O)(=O)c2cc(Cl)ccc2Cl)nc1,-2,-9,1.4,1.2,56,2,10,2
O=C(/C=C/c1ccccc1)NC(NC(=S)Nc1cccc(Cl)c1)C(Cl)(Cl)Cl (configuration not stated),29*,-2,93*,0.83,-5,-3,30,3
